# mIDH1 inhibitor: qHTS for Inhibitors of mutant isocitrate dehydrogenase 1 (IDH1): qHTS; IDH1-R132H enzyme, NADPH consumption, diaphorase/resazurin fluorescence; Potency, µM (titrated, usually from 76.6 µM), for the others: top-dose activity change, negative = inhibition, usual class: inhibitors; hit rate 0.093% among 390,000; AID 602179, 2012; further: potency means the concentration at half of the fitted maximal effect; on the % scale 0 is the no-effect control and ±100 the full control effect; nearly all actives have a fitted effect of over 65% in size
#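 IDH1-R132H (0.5 ug/mL) preincubated 30 min with compound, then NADPH (0.016 mM) and alpha-KG (2 mM) added; 80 min at RT, pH 7.5. Remaining NADPH coupled via diaphorase/resazurin to fluorescence (540/590 nm); concentration-response curves normalized to no-enzyme control.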
# PI4K2A block: qHTS for small molecular inhibitors of PI4K2A | Phosphatidylinositol 4-kinase type 2-alpha (Homo sapiens), Q9BTU6 | purified PI4K2A, ADP-Glo luminescence, 1 h; active compounds read low | activity change, negative = inhibition, % at 76.9 µM | hit rate 0.13% among 420,000 | AID 1346378, 2018; in the data active means activity change below about -50%; inconclusive means mostly about -30% to -49%;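 further: -100% = wells without enzyme as full effect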
# Target sequence (Q9BTU6 whole entry, looked up): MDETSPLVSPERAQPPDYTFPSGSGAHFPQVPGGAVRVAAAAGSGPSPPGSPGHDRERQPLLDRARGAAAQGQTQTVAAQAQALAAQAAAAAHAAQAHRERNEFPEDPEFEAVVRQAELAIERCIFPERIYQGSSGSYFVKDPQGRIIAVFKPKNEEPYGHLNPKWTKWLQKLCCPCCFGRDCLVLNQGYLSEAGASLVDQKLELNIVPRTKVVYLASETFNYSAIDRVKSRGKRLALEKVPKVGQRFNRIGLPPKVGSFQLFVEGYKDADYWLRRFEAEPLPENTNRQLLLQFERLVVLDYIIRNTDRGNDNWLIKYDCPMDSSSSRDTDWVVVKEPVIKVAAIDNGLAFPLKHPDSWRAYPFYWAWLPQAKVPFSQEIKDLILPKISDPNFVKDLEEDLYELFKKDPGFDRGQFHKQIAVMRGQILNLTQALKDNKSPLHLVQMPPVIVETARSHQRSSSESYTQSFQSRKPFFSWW
#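 PI4K2A activity was measured by ADP-Glo luminescence: enzyme (4 ug/mL stock) and phosphatidylinositol (1.2 mM stock) in Tris pH 7.5/MgCl2/EGTA/Triton X-100 buffer were reacted with ATP (300 microM stock) for one hour at ambient temperature.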
# D2 antagonist: HTS Assay for Allosteric Antagonists of the Human D2 Dopamine Receptor: Primary Screen for Antagonists. D(2) dopamine receptor (Homo sapiens), P14416. HEK293 TREx D2 cells, calcium flux, dopamine EC80. inhibition, % at 10 µM. hit rate 2% among 340,000; in the data active means inhibition above about 30%; further: 0% is about no effect
#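 Tetracycline-induced HEK293 TREx cells expressing D2 receptor forced-coupled to calcium signalling, loaded with no-wash calcium dye. Compounds added and calcium flux read 180 s, then dopamine added at EC80 and read a further 180 s.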
# TRHR PAM: qHTS for Small Molecule Agonists and Allosteric Enhancers of Human TRH Receptor: Primary Screen for Enhancers | TRHR cells, fluo-8 calcium fluorescence, EC20 TRH enhancement | AID 493056, 2011 | Thyrotropin-releasing hormone receptor (Homo sapiens), P34981 | hit rate 0.66% among 360,000 | enhancement, % at 2 µM; in the data active means enhancement above about 30%; further: 0% is about no effect
#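 Enhancer read-out: after compound pinning and an initial kinetic agonist-mode read, an EC20 of TRH (10 nM final) was injected and fluo-8 calcium signal (Ex 480/Em 530) followed at 1 s/cycle for 100 cycles in TRHR-expressing cells.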
# TRHR agonist: qHTS for Small Molecule Agonists and Allosteric Enhancers of Human TRH Receptor: Primary Screen for Agonists; activation, % at 2 µM; hit rate 0.18% among 360,000; Thyrotropin-releasing hormone receptor (Homo sapiens), P34981; TRHR cells, calcium flux fluo-8, FDSS agonist mode; AID 493084, 2011; in the data active means activation above about 30%; further: 0% is about no effect
#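 Steps: seed TRHR cells overnight; add fluo-8 no-wash Ca dye, RT 30 min–1.5 h; record 10 s baseline; pin-transfer compounds; monitor fluorescence 1 cycle/s for the agonist window. Calcium increases flag candidate agonists.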
# D2 ag: HTS Assay for Allosteric Agonists of the Human D2 Dopamine Receptor: Primary Screen for Agonists | HEK293 T-REx D2 cells, calcium flux agonist mode | activation, % at 2 µM | hit rate 0.53% among 340,000 | AID 485358, 2010;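 active means activation over 3 SD above normal in the single-dose calcium agonist read, cut at about 30% in these data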; further: 0% is about no effect
#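 Tetracycline-induced HEK293 Trex cells with D2 receptor force-coupled to calcium signaling, plated overnight at 30 C and loaded with no-wash calcium dye. Calcium flux read kinetically for 180 s after compound addition; responses flag agonists.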
# TrxR1 inh: qHTS Assay for Inhibitors of Mammalian Selenoprotein Thioredoxin Reductase 1 (TrxR1): qHTS | Potency, µM (top dose mostly 114 µM), without a hit: at the top dose activity change, negative = inhibition, actives largely listed as inhibitors | Thioredoxin reductase 1, cytoplasmic (Rattus norvegicus), O89049 | hit rate 1% among 390,000 | recombinant rTrxR1, NADPH fluorescence consumption, selenite substrate | AID 588453, 2011; further: potency means the concentration at half of the fitted maximal effect; on the % scale 0 is the no-effect control and ±100 the full control effect; nearly all actives have a fitted effect of over 65% in size
# Target sequence (O89049 whole entry, looked up): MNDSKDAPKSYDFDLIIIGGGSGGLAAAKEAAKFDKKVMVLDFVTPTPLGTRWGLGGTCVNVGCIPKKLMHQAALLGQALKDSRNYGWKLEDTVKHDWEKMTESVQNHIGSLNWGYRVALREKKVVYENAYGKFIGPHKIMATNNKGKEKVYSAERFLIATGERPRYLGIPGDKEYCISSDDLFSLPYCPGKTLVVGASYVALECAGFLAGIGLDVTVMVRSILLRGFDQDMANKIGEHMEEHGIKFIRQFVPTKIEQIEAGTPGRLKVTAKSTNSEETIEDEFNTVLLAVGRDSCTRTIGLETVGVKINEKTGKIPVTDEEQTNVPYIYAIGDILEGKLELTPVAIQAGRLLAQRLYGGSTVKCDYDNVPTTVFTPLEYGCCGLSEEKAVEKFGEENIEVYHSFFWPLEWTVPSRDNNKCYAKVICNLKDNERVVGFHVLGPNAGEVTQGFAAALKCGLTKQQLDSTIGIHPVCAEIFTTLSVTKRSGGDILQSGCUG
#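 Rat TrxR1 (90 nM in the dispensed reagent) was pre-reduced with 400 uM NADPH for 5 min at room temperature, then incubated with compound for 15 min. After 400 uM selenite was added, NADPH fluorescence (Ex 340/Em 450 nm) was followed for 8 min.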
# TrxR1 substrate: qHTS Assay for Substrates of Mammalian Selenoprotein Thioredoxin Reductase 1 (TrxR1): qHTS | purified TrxR1 substrate turnover, NADPH consumption readout | AID 588456, 2011 | Potency, µM (top dose mostly 114 µM), for the others: at the highest dose activity change, negative = substrate turnover | hit rate 0.01% among 390,000; further: potency means the concentration at half of the fitted maximal effect; on the % scale 0 is the no-effect control and ±100 the full control effect; nearly all actives have a fitted effect of over 50% in size
#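 Rat TrxR1, dispensed at 90 nM, was prereduced with 400 uM NADPH (final) for 5 min at ~22 deg C, then incubated with compound 15 min before 400 uM selenite. A first-read NADPH fluorescence drop versus no-compound background flagged substrates.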
# USP1-UAF1 inh: Inhibitors of USP1/UAF1: Primary Screen | Ubiquitin carboxyl-terminal hydrolase 1 (Homo sapiens), O94782 | recombinant USP1/UAF1, Ub-Rhodamine cleavage fluorescence | Potency, µM (doses to about 57.1 µM), for inactives: at the top dose activity change, negative = inhibition, usual class: inhibitors | hit rate 0.23% among 390,000 | AID 743255, 2014; further: potency means the concentration at half of the fitted maximal effect; on the % scale 0 is the no-effect control and ±100 the full control effect; nearly all actives have a fitted effect of over 60% in size; inactives centre near -12
#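 In this screen, compounds sit with the deubiquitinase complex (1nM) for 15 min at room temperature before Ub-Rho is added at 150nM final. Fluorescence rise is then followed for 6 reads every 60 seconds.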
# * marks the source's active call; other numbers are inactive results; u = inconclusive; x = not tested or not shown; [ ] = dose if it differs, or a comment. Unless noted, the call rests on the fitted dose curve; in most records, active means well fitted inhibition curve with a large enough effect; inconclusive means small, poorly fitted or top-dose-only effect; inactive means no such curve, though single readings can be large or run the other way. Random draw from the library; 3.9% or so of the library scored in one or more.
SMILES,mIDH1 inhibitor,PI4K2A block,D2 antagonist,TRHR PAM,TRHR agonist,D2 ag,TrxR1 inh,TrxR1 substrate,USP1-UAF1 inh
O=C(O)C1CCCCC1C(=O)Nc1ccc2c(c1)CCC2 (stereo unspecified),-0.2%,3.4,14.1,-3.3,0.3,-0.3,9.5%[57.1 µM],5.2%[57.1 µM],0.7%
O=C(c1cc2cc(Cl)ccc2[nH]1)N1CCN(c2ccccc2F)CC1,3.9%,4.2,-7.6,8.5,1.1,1.8,9.1%,4.0%,-20.8%
CCCOc1ccc(-c2nonc2NC(=O)c2oc3ccc(C)cc3c2C)cc1OCCC,-7.0%,2.5,x,-9.1,0.2,0.1,21.4%,5.1%,-14.0%
CC(C)CCNC(=O)CCn1nc(-c2ccccc2)ccc1=O,-4.8%,-0.4,4.1,29.1,0.6,-0.4,-2.5%,5.8%,-4.8%
N#CCCn1cc(C(=O)O)c(-c2cccs2)n1,-0.7%,-4.6,10.2,-1.8,0.7,10.2,-3.2%,-4.7%,2.5%
C=CCCN([C@H](CO)Cc1ccccc1)S(=O)(=O)c1ccccc1Br,13.9%,-6.4,x,x,x,x,18.5%,4.5%,-31.0%
Cc1ccc(CNC(=O)CCC(=O)n2ncc3cc(C)ccc32)cc1,-0.5%,-2.7,46.5*,0.4,-0.3,-0.5,23.0%[57.1 µM],3.3%[57.1 µM],-0.3%
COc1ccc(NC(=O)CSc2nnc(Cc3ccc(C)cc3)c(=O)n2N)cc1,6.9%,4.7,-10.7,-1.7,-0.2,0.7,14.6%[57.1 µM],14.9%[57.1 µM],-8.9%
Cc1ccc(C(=O)O)cc1-c1ccc(C=C2C(=O)c3ccccc3C2=O)o1,0.0%,-5.1,-21.3,0.2,-1.6,0.9,1.9%[57.1 µM],3.6%,-16.7%
CCCOc1ccc(-c2cnc(N)s2)cc1,-4.2%,9.4,16.2,2.9,0.1,-1.1,26.0%,1.5%,-13.6%
Cc1onc(-c2ccccc2)c1CNC(=O)Nc1ccc(C(F)(F)F)cc1,7.8%,0.5,0.9,-4.9,1.2,-0.3,15.2%[57.1 µM],-3.2%[57.1 µM],u
CCOc1ccc(S(=O)(=O)NCC2CCCO2)c2cccnc12 (stereo unspecified),-2.7%,-3.4,-2.3,0.3,-0.8,-0.3,-9.4%,81.9%[activator],-6.7%
COc1ccc(N2CCN(C(=O)CCn3nnc4ccccc43)CC2)cc1,3.6%,-2.6,x,-0.7,-0.2,x,-10.6%,-8.6%,-15.3%
CCOc1ccc(NC(=O)CSc2nccn(-c3ccc4c(c3)OCCO4)c2=O)cc1,2.1%,-4.2,-3.8,11.3,-0.8,0.6,0.0%,-11.9%,-20.7%
O=[N+]([O-])c1ccc(C[n+]2ccccc2)cc1,3.2%,1.6,8.2,-5.2,-0.3,-0.1,-1.4%,-6.0%,18.8%
COC(=O)C(CCSC)Nc1ncnc2onc(-c3ccc(F)cc3)c12 (stereo unspecified),-5.1%,0.5,x,-6.2,-0.7,-0.7,7.7%[2.29 µM],6.3%[2.29 µM],-17.3%
N#C/C(=C\c1ccc(-c2cc(Cl)ccc2Cl)o1)C(=O)Nc1ccccc1C(=O)O,0.7%,2.0,x,0.9,-1.5,-0.1,12.7%,5.6%,-17.7%
CCOC(=O)N1CCC(NC(=O)CCCN2C(=O)CSc3ncccc32)CC1,0.6%,-1.1,31.7*,22.3,-0.2,-0.1,7.0%,-0.6%,3.5%
Cn1c(=O)[nH]c(=O)c2c1nc(N1CCCCCC1)n2CCCSc1nc2ccccc2o1,-22.0%,9.2,-7.1,4.7,-0.2,-0.7,9.3%[57.1 µM],-6.1%,-24.5%
CC(=O)N1CCC2(CC1)OC(=O)C(C)=C2C(=O)NCc1ccc(Cl)cc1,7.7%,3.2,x,-4.3,-0.3,1.0,9.0%,-0.6%,-0.5%
CC(C)CC(=O)NC(=S)Nc1ccc(F)cc1F,-1.1%,0.7,-6.9,-1.2,0.8,-1.8,-14.6%,5.2%,-21.1%
O=S(=O)(Nc1nc2ccccc2nc1Nc1ccc(N2CCOCC2)cc1)c1cc(Cl)ccc1Cl,1.2%,0.1,-2.1,-4.4,0.5,2.0,8.4%,-2.7%,-23.3%
CCCCCn1c(=NC(C)=O)c(C#N)cc2c(=O)n3ccccc3nc21,-5.5%,-6.5,17.4,1.1,-0.6,0.9,-9.6%,177.3%[activator],-13.6%
CCCCCc1c(C)nc(Nc2nc(C)c3cc(OC)ccc3n2)[nH]c1=O,8.0%,6.2,-10.1,-1.9,0.0,-0.5,-0.5%[57.1 µM],10.9%[57.1 µM],-11.5%
CCn1c(C(C)NC(=O)c2cccs2)nc2ccccc21 (stereo unspecified),-3.8%,-1.8,-0.1,-9.0,-0.9,-0.4,15.4%,3.8%,u

# Sorted by number of heavy atoms (low to high): part of the list above
SMILES,mIDH1 inhibitor,PI4K2A block,D2 antagonist,TRHR PAM,TRHR agonist,D2 ag,TrxR1 inh,TrxR1 substrate,USP1-UAF1 inh
CC(C)CC(=O)NC(=S)Nc1ccc(F)cc1F,-1.1%,0.7,-6.9,-1.2,0.8,-1.8,-14.6%,5.2%,-21.1%
CCOc1ccc(S(=O)(=O)NCC2CCCO2)c2cccnc12 (stereo unspecified),-2.7%,-3.4,-2.3,0.3,-0.8,-0.3,-9.4%,81.9%[activator],-6.7%
O=C(c1cc2cc(Cl)ccc2[nH]1)N1CCN(c2ccccc2F)CC1,3.9%,4.2,-7.6,8.5,1.1,1.8,9.1%,4.0%,-20.8%

# Next part
SMILES,mIDH1 inhibitor,PI4K2A block,D2 antagonist,TRHR PAM,TRHR agonist,D2 ag,TrxR1 inh,TrxR1 substrate,USP1-UAF1 inh
CC/C(=N\NC(=O)c1csc(C)c1C)c1cccs1,3.3%,1.6,5.8,8.4,-0.4,-0.4,-7.2%[57.1 µM],-4.4%[57.1 µM],-3.6%
CCOC(=O)N1CCN(C(=O)Cc2ccsc2)CC1,-1.8%,6.0,5.5,-5.2,0.2,0.3,5.8%[57.1 µM],-7.0%,-9.8%
N#CCSc1nc2ccccc2o1,1.2%,1.9,-9.9,-1.6,-0.5,-1.7,13.1%[57.1 µM],14.5%[57.1 µM],-17.4%
COc1cccc(-c2noc(-c3ccc(Br)o3)n2)c1,3.7%,-9.3,-3.1,0.9,0.1,-0.6,20.8%[57.1 µM],5.8%[57.1 µM],-15.4%
CCCN1C(=O)/C(=C2\SC(=S)N(c3c(C)n(C)n(-c4ccccc4)c3=O)C2=O)c2ccccc21,7.9%,3.1,6.5,23.9,0.0,-0.4,12.3%[57.1 µM],4.3%[57.1 µM],-26.7%
CNNC(=S)NC1CC2CC1C1C=CCC21 (stereo unspecified),15.2%,1.8,1.6,-3.4,-1.5,-2.0,9.4%,7.5%,-16.3%
O=C(CSc1nnc(CNC(=O)c2cccc(C(F)(F)F)c2)o1)NCc1ccco1,2.8%,2.1,-0.6,0.6,0.0,0.3,-16.5%,-10.1%,-8.4%
CC(=O)Nc1nnc(COc2ccccc2)s1,5.0%,1.9,3.3,1.4,1.3,0.0,15.5%,4.3%,-22.7%
CC(=O)c1c(C)[nH]c(C(=O)NNC(=O)c2ccc(C)cc2)c1C,7.7%,-0.8,x,x,x,x,10.0%,2.7%,-13.6%
CC12CC(NC(=O)N1c1cccc(C(=O)NCc3ccc4c(c3)OCO4)c1)c1cc(Cl)ccc1O2 (stereo unspecified),-3.3%,-0.8,-4.3,-7.1,-0.9,-0.4,19.0%,-1.8%,-14.1%
O=C(O)CC1(CC(=O)NCc2ccc(F)cc2)CCCCC1,4.7%,0.3,2.6,12.9,0.4,0.0,11.7%,4.0%,-15.9%
CC(=O)/C=C1\N(C)c2ccc(C)cc2C1(C)C,2.0%,1.1,19.2,-1.6,-1.5,-0.4,-2.3%,-0.4%,-13.1%
O=C(NCc1ccccc1Cl)c1cccc2c1C(=O)c1ccc(-c3ccc(OC(F)(F)F)cc3)cc1S2(=O)=O,-0.1%,3.3,x,x,x,x,20.8%[57.1 µM],10.3%[57.1 µM],11.8%
C1CCN(c2nc3nonc3nc2N2CCCC2)C1,1.3%,7.6,-0.1,-3.8,0.2,-0.3,-15.4%,-6.4%,-21.3%
COc1ccccc1CC(=O)Nc1ccc2c(c1)OC1(CCCC1)O2,-0.5%,1.1,x,x,x,x,29.9%,-1.7%,-12.5%
COc1ccc(-c2c(C#N)c(SCC(=O)Nc3ccc(Br)cc3)nc(C)c2C(=O)Nc2ccccc2)cc1,x,-0.3,x,-4.7,2.2,1.0,41.2%[activator],44.2%[activator],-14.0%
COc1ccc(CC(=O)NCc2ccc(F)cc2)cc1S(=O)(=O)N1CCOCC1,-0.5%,1.8,23.6,-13.1,-0.1,0.8,-5.2%,-12.8%,-6.7%
O=C1COc2c1ccc(O)c2O,0.4%,4.5,x,x,x,x,u,-21.6%,-9.9%
Nc1nc(N)nc(-c2ccc(Cl)cc2)n1,4.4%,-0.7,-1.5,3.1,-0.1,1.1,22.2%,11.8%,-23.0%
